# UHRF1 MBD2 ctr: blocks human UHRF1 binding to methylated DNA. Q96T88. UHRF1 binding to methylated oligo, TR-FRET. inhibition, % at 4.4 µM. 0.75% of 370,000 active; in the data active = inhibition above about 21%;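 also: UHRF1 SRA domain binding a hemimethylated CpG hairpin DNA probe; 0% = median of test compound wells and 100% = reference inhibitor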
# Target sequence (Q96T88 whole entry, looked up, the tested form may be a part): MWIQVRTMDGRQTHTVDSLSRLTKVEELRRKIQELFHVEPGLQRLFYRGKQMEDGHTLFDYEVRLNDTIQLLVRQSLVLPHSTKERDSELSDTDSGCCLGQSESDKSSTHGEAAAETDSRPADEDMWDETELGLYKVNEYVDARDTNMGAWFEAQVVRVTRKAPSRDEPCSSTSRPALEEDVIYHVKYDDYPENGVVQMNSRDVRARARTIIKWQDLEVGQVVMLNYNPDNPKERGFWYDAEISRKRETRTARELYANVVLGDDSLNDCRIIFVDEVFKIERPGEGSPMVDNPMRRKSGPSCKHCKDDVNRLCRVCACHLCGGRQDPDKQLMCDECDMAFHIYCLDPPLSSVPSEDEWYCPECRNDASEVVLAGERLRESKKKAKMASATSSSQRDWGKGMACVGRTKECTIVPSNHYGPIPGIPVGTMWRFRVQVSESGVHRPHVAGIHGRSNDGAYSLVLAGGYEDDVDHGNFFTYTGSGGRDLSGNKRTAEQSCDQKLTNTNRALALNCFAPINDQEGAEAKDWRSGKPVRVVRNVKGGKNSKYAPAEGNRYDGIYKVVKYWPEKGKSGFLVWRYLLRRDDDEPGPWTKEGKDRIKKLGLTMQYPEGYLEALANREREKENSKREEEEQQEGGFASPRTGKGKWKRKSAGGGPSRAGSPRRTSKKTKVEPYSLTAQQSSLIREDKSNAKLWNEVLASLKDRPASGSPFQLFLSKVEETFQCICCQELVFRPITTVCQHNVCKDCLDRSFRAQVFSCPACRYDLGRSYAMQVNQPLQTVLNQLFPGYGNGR
# TCR CD3 inh: inhibitors of human TCR-CD3 interaction; TAMRA-labeled TCR probe fluorescence, biochemical; inhibition, % at 9.4 µM; 0.37% of 360,000 active; AID 651800; in the data active = inhibition above about 19%;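 also: recombinant mutant TCR 2C K166C tagged with TAMRA read by polarization; 0% = receptor in buffer alone and 100% = receptor with positive control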
# LEDGF integ inh: blocks HIV-1 LEDGF/p75-dependent DNA integration. AID 743269. TR-FRET IN-LEDGF/p75 DNA integration, Eu/Cy5. inhibition, % at 3.7 µM. 0.64% of 370,000 active;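 active = inhibition above the screen-wide mean plus 3 SD, cut at about 13% in these data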;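 also: signal is the Cy5 over europium emission ratio at 671 and 618 nm; 0% = plate median of compound wells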
# PRMT1 inh: blocks human protein arginine methyltransferase 1; 1.3% of 370,000 active; inhibition, % at 2.79 µM; recombinant PRMT1, activity-based probe fluorescence polarization; Q99873;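 active = inhibition above about 21% made by adding two undisclosed values, limit read from the data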
# NR1D1 modulator: modulators of human Rev-erb alpha DNA binding; P20393; Rev-erbα–FITC-DNA binding, fluorescence polarization, 90 min; activity, % at 10 µM; 0.79% of 370,000 active; AID 1259318;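 active = activity above about 14%, limit read from the data; passing the limit was not always enough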;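 also: 0% = DMSO wells with 35 nM protein and 100% = DMSO wells with 750 nM protein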
# MBD2 inh: inhibitors of human MBD2 binding to methylated oligonucleotide; 0.31% of 370,000 active; Q9UBB5; TR-FRET; inhibition, % at 4.4 µM; in the data active = inhibition above about 13%
# HTRA1 inhibitor: blocks human HTRA1 serine peptidase | 0.5% of 340,000 active | recombinant HTRA1, FP-rhodamine activity-based probe, fluorescence polarization | inhibition, % at 5.96 µM | AID 504803; in the data active = inhibition above about 36%;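 also: 0% = enzyme with DMSO and 100% = wells lacking enzyme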
# ABHD4 inh: inhibitors of mouse ABHD4; Q8VD66; purified mABHD4, FP-Rh probe fluorescence polarization; inhibition, % at 8.92 µM; 0.54% of 370,000 active;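 active = inhibition exceeding the mean over every tested compound plus 3 SD, cut at about 30% in these data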;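 also: 0% = plate median of compound wells and 100% = S159A mutant with DMSO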
#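 system = mouse ABHD4 enzyme, wild type | medium = HEPES pH 7.0, NaCl, Pluronic buffer | also added = FP-Rh probe | incubation = Enzyme–compound pre-incubation 45 min, then probe 60 min, both 25 °C | technique = fluorescence polarization, excitation 525 nm, emission 598 nm, BODIPY TMR filters | controls = S159A mutant high control, sample median low control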
# PG9 Ab binder: binds the HIV-1 gp120 antibody PG9; TR-FRET gp120-PG9 antibody binding; inhibition, % at 6.7 µM; 0.43% of 360,000 active; in the data active = inhibition above about 8.5%
# rCAG RNA binder: binds r(CAG) RNA repeats. r(CAG) RNA repeat, TO-PRO-1 dye displacement fluorescence. inhibition, % at 3 µM. 1.3% of 370,000 active. AID 651821;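 active = inhibition above the plate cutoff, the mean of all test compounds on that plate plus 3 SD, cut at about 35% in these data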;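 also: 0% = DMSO alone and 100% = 100 µM mitoxantrone as full dye displacement; higher means more dye released from RNA so lower well fluorescence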
# The depositor's hits bear a star; x = not tested or not shown. An excerpt; count on the stated rates, not on these rows.
no.	molecule	UHRF1 MBD2 ctr	TCR CD3 inh	LEDGF integ inh	PRMT1 inh	NR1D1 modulator
1	O=C(NCCc1cccc(F)c1)C1CCN(S(=O)(=O)c2ccccc2)CC1	1	-3	-3	3	-2
2	CC(C)c1c(C(=O)N/N=C/c2ccc(C(F)(F)F)cc2)nnn1-c1nonc1N	-5	1	-2	-7	3
3	CCOC(=O)C1CCCCN1Cc1cn[nH]c1-c1ccc(F)cc1F (stereo not drawn)	2	-8	-1	0	3
4	O=C(CSc1ncnc2sc3c(c12)CCCCC3)NCc1ccco1	0	12	-2	2	8
5	COc1cc(CNC(=O)c2ccc3c(c2)S(=O)(=O)c2ccccc2C3=O)cc(OC)c1	3	-3	-2	2	-3
6	c1ccc(N=NN2CCOCC2)cc1	-2	2	-2	-3	0
7	CN(CC(=O)Nc1cccc(F)c1)C(=O)CCc1nc2cc(S(=O)(=O)N3CCOCC3)ccc2n1C	-1	7	2	0	0
8	Cn1c(CCNS(=O)(=O)c2ccc(F)cc2)nnc1SCc1cccnc1	-3	-2	2	-1	2
9	O=S(=O)(c1cccc(COc2ccc(Cl)cc2Cl)c1)N1CCOCC1	0	2	1	-7	8
10	Cc1c(N/C(=N/S(=O)(=O)c2cc([N+](=O)[O-])ccc2Cl)c2ccccc2)c(=O)n(-c2ccccc2)n1C	0	-1	-4	4	-2
11	CCOC(=O)C1(CCOC)CCN(C2C3CC4CC(C3)CC2C4)CC1 (stereo not drawn)	6	-2	7	-4	5
12	CC(=O)Oc1ccccc1N1C(=O)c2ccc(C(=O)O)cc2C1=O	-2	4	1	2	2

no.	MBD2 inh	HTRA1 inhibitor	ABHD4 inh	PG9 Ab binder	rCAG RNA binder
1	-1	0	2	0.5	3
2	-1	-23	-16	-2.1	4
3	7	7	1	0.2	-8
4	0	-15	-15	-2.1	-1
5	0	-9	3	-1.3	3
6	0	-5	-1	-0.6	2
7	0	0	-3	-2.0	6
8	4	3	2	-0.8	3
9	-1	-27	-4	-2.1	-1
10	-2	3	2	2.2	8
11	3	1	-9	-2.2	-3
12	0	1	2	-0.6	-1

# The results go on:
no.	molecule	UHRF1 MBD2 ctr	TCR CD3 inh	LEDGF integ inh	PRMT1 inh	NR1D1 modulator
13	O=C(CNS(=O)(=O)c1cccc2nsnc12)NC1CCCCC1	0	1	0	0	-2
14	N#Cc1ccc(Cl)cc1NC(=O)CNc1cccc(S(=O)(=O)N2CCCC2)c1	-4	0	0	5	-1
15	CNC(=S)NNC(=O)c1sccc1C	-2	1	-1	2	0
16	C/C(=N\Nc1ccc([N+](=O)[O-])cc1[N+](=O)[O-])c1ccc(-n2nncc2C(C)(C)C)cc1	1	2	3	-1	-3
17	O=C(COC(=O)COc1ccc2ccccc2c1)NC1CCCc2ccccc21 (stereo not drawn)	4	0	-4	2	4
18	O=C(CCN1C(=O)/C(=C/c2ccc(F)cc2)SC1=S)NCCCn1ccnc1	-8	-1	1	8	0
19	C=CCCC[C@H]1OC(=O)[C@H](C)NC(=O)[C@H](C(C)C)NC(=O)[C@@H]2CCCN2C(=O)[C@H](Cc2ccccc2)OC(=O)[C@@H](C(C)C)N(C)C(=O)[C@H](C(C)C)NC(=O)C1(C)C	18	-7	16*	4	-4
20	CC1(C(=O)Nc2cccc3cccnc23)CCN1Cc1cccc2c1OCO2 (stereo not drawn)	-2	-3	2	-1	0
21	CCCCNC(=O)C[C@H]1C[C@@]2(C(=O)OC)C(=C[C@H](C(C)(C)C)O[C@@H]2C)N(Cc2ccc3c(c2)OCO3)C1=O	-1	-2	-4	-2	-6
22	O=C(O)c1ccccc1NC(=S)NC(NC(=O)c1ccccc1[N+](=O)[O-])C(Cl)(Cl)Cl (stereo not drawn)	3	-1	1	3	0
23	CCn1c(SCC(=O)N2CCN(C(=O)c3ccco3)CC2)nnc1C(C)C	1	-8	-6	1	3
24	Cn1nc(C(=O)NCC2CCCO2)c2ccccc2c1=O (stereo not drawn)	-1	9	-5	0	2

no.	MBD2 inh	HTRA1 inhibitor	ABHD4 inh	PG9 Ab binder	rCAG RNA binder
13	2	8	-1	-0.1	0
14	0	-14	5	-0.5	5
15	0	6	4	-4.5	3
16	1	0	10	-1.8	1
17	1	0	6	0.4	-4
18	-8	-8	-16	-2.9	1
19	11	x	-1	-0.2	9
20	0	x	-11	-1.1	4
21	1	x	4	-0.3	0
22	-1	5	2	-2.9	21
23	2	1	-4	-0.1	4
24	-6	-2	4	0.6	2

# Further compounds.
no.	molecule	UHRF1 MBD2 ctr	TCR CD3 inh	LEDGF integ inh	PRMT1 inh	NR1D1 modulator
25	O=C(O)c1nc(-c2ccccc2)n(-c2cccc(C(F)(F)F)c2)n1	0	5	1	0	-5
26	Cc1ccc(S(=O)(=O)Nc2ccc(-c3cn4ccc(C)cc4n3)cc2)cc1	6	4	-1	6	-2
27	CCOC(=O)c1c(C)[nH]c(C(=O)OCC(=O)Nc2cc(Cl)ccc2OC)c1C	1	-2	1	0	-3
28	O=C(Cc1cccc(NC(=O)C2CCN(C(=O)C3CCCCC3)CC2)c1)Nc1cccc(C(=O)N2CCOCC2)c1	0	-2	-5	3	3
29	CCN(CC)S(=O)(=O)c1cc([N+](=O)[O-])ccc1NNC(=O)Nc1ccccc1OC	4	-4	4	11	4
30	O=C(N/N=C/c1ccncc1)C12CC3CC(CC(C3)C1)C2	1	-3	0	-3	0
31	O=C(CCC1CCCN(C(=O)c2ccoc2)C1)NCc1ccccc1F (stereo not drawn)	1	0	2	-5	0
32	O=C(c1ccc(N2C(=O)CCC2=O)cc1)N1CCOCC1	0	4	-1	-3	3
33	CCOC(=O)N1CCC(NC(=O)C(NS(=O)(=O)c2ccc3c(c2)CCN3C(C)=O)C(C)C)CC1 (stereo not drawn)	-4	5	-1	0	4
34	COc1ccc(N2C(=O)NC3CC2(C)Oc2ccccc23)cc1OC (stereo not drawn)	3	1	5	-1	1
35	O=C(N/N=C/c1cc(Br)cs1)C(O)c1ccccc1 (stereo not drawn)	2	-4	3	6	1
36	CCC1C(=O)c2ccccc2N(C)C1=O (stereo not drawn)	1	-2	0	3	-7

no.	MBD2 inh	HTRA1 inhibitor	ABHD4 inh	PG9 Ab binder	rCAG RNA binder
25	1	6	-2	0.0	3
26	-2	-29	2	-1.2	17
27	4	-1	-4	-1.9	-3
28	3	1	7	0.3	2
29	0	-13	3	0.1	9
30	2	-4	-6	0.2	-2
31	-2	-2	-6	0.3	-4
32	-3	-6	0	-2.4	2
33	-6	4	0	-1.0	-4
34	-1	5	2	-2.0	0
35	-3	-5	-14	0.1	2
36	6	-1	8	0.2	-4

# Other compounds follow:
no.	molecule	UHRF1 MBD2 ctr	TCR CD3 inh	LEDGF integ inh	PRMT1 inh	NR1D1 modulator
37	COc1cccc(CC(=O)Nc2ccc3c(c2)c(=O)n(C)n3-c2ccc(C(C)(C)C)cc2)c1	0	-6	0	-4	2
38	Cc1ccccc1C(=O)N1CCN(c2ncnc3c2cnn3-c2ccccc2)CC1	1	4	0	0	-6
39	Cn1nc(C(=O)NNC(=O)c2ccc(Cl)cc2)ccc1=O	2	0	10	-4	-5
40	CC1(c2nnc(-c3cccc(Cl)c3)o2)CC(c2ccc(Cl)cc2)=NO1 (stereo not drawn)	-1	2	0	0	-2
41	CC1(C)CC(O)(CCNCc2ccc3c(c2)OCO3)CCO1 (stereo not drawn)	0	4	3	-3	-3
42	FC(F)(F)c1cc(Cl)c2nc(-c3cccc(Cl)c3)c(Cc3cccc(Cl)c3)n2c1	-2	-8	3	-1	-5
43	CS(=O)(=O)N1CCCC(C(=O)NCc2ccc(F)cc2Cl)C1 (stereo not drawn)	0	-6	2	1	2
44	CCOC(=O)c1c(C)[nH]c(=S)c(C#N)c1-c1ccc(Cl)cc1	1	0	-1	21	1
45	CC(NC(=O)CCNC(=O)N1CCn2c1nc1ccccc12)c1ccccc1 (stereo not drawn)	0	-3	-3	4	2
46	COc1ccc(-n2c(CNc3ccc(C)cc3)nnc2SCC(=O)Nc2nc(-c3ccccc3)cs2)cc1	-2	-3	4	0	-7
47	COc1ccc([C@H]2CC(=O)C=C(c3ccc4ncccc4c3)C2)cc1	3	-6	6	3	6
48	O=C(c1ccco1)N1N=C(c2cccs2)CC1c1ccccc1O (stereo not drawn)	-5	5	0	0	-1

no.	MBD2 inh	HTRA1 inhibitor	ABHD4 inh	PG9 Ab binder	rCAG RNA binder
37	-2	x	0	2.1	3
38	-3	-7	1	0.9	-5
39	-4	0	-10	-3.3	3
40	4	-34	-20	-2.2	-2
41	-1	6	-7	0.3	-2
42	-7	x	-19	-35	7
43	-3	2	3	0.6	2
44	0	-3	2	0.9	26
45	-3	-5	-1	0.5	-4
46	-5	-19	-1	1.4	4
47	7	-13	-3	-1.0	4
48	1	-30	-28	0.6	5

# One compound at a time, from the list above:
# CS(=O)(=O)N1CCCC(C(=O)NCc2ccc(F)cc2Cl)C1 (stereo not drawn) is listed with UHRF1 MBD2 ctr = 0; TCR CD3 inh = -6; LEDGF integ inh = 2; PRMT1 inh = 1; NR1D1 modulator = 2; MBD2 inh = -3; HTRA1 inhibitor = 2; ABHD4 inh = 3; PG9 Ab binder = 0.6; rCAG RNA binder = 2
# COc1cccc(CC(=O)Nc2ccc3c(c2)c(=O)n(C)n3-c2ccc(C(C)(C)C)cc2)c1 is listed with UHRF1 MBD2 ctr = 0; TCR CD3 inh = -6; LEDGF integ inh = 0; PRMT1 inh = -4; NR1D1 modulator = 2; MBD2 inh = -2; HTRA1 inhibitor = x; ABHD4 inh = 0; PG9 Ab binder = 2.1; rCAG RNA binder = 3
# COc1ccc(-n2c(CNc3ccc(C)cc3)nnc2SCC(=O)Nc2nc(-c3ccccc3)cs2)cc1 is listed with UHRF1 MBD2 ctr = -2; TCR CD3 inh = -3; LEDGF integ inh = 4; PRMT1 inh = 0; NR1D1 modulator = -7; MBD2 inh = -5; HTRA1 inhibitor = -19; ABHD4 inh = -1; PG9 Ab binder = 1.4; rCAG RNA binder = 4

# (continued)
no.	molecule	UHRF1 MBD2 ctr	TCR CD3 inh	LEDGF integ inh	PRMT1 inh	NR1D1 modulator
49	O=C(CNC(=O)c1ccc(Cl)cc1)c1ccc(Cl)cc1	1	4	1	0	11
50	CCn1c(SCc2nc3ccccc3[nH]2)nnc1-c1cccs1	-2	-3	-2	0	3
51	COCc1ccc(CN2CCC(N3CCC(C(=O)N4CCCC4)CC3)CC2)o1	-1	5	-1	4	-4
52	O=C(Nc1ccc(F)cc1)Nc1c(-c2ccccc2)nc2ncccn12	5	x	-2	0	3
53	O=C(Nc1ccc2c(c1)CCC2)c1cccc(OC(F)F)c1	-2	5	5	-4	2
54	CC1CCC(NC(=O)c2cc3ccccc3cc2O)CC1 (stereo not drawn)	0	4	-3	2	-6
55	COc1ccc(C(=O)OCC(=O)NC2CC2)cc1F	1	-5	0	1	-3
56	CCOC(=O)C1=C(O)/C(=C/c2ccc(CNC(=O)C(=O)Nc3ccc(C)cc3)o2)N=C1C	8	-7	35*	48*	0
57	CC(C)(Oc1ccc(Cl)cc1)C(=O)OCC(=O)N1CCCC1	0	4	-1	-1	0

no.	MBD2 inh	HTRA1 inhibitor	ABHD4 inh	PG9 Ab binder	rCAG RNA binder
49	1	-6	6	0.8	-3
50	2	-2	-4	0.9	-5
51	-5	2	10	-1.5	-2
52	-4	x	5	x	7
53	1	x	-9	-1.7	-2
54	-3	-25	1	0.2	16
55	4	4	4	1.7	0
56	0	32	29	0.3	49*
57	-3	-2	3	0.4	-3
